From PubChem
Pin1 inh = qHTS Assay to Find Inhibitors of Pin1 | Pin1 FP peptide displacement, HiFluor488, 10 min | AID 504891, 2011 | Potency, µM (titrated, usually from 115 µM), inactives show at the highest dose activity, negative = inhibition, actives largely listed as inhibitors | hit rate 0.009% among 390,000; active means well fitted inhibition curve with a large enough effect in the polarisation, with a control signal flat, not every such curve was filed as active; inconclusive means small, poorly fitted or top-dose-only effect, or effect the other way, or a change in a side signal; inactive means no such curve, though single readings can be large or run the other way; the % refers to the polarisation; further: potency means the concentration at half of the fitted maximal effect; on the % scale 0 is the no-effect control and ±100 the full control effect
Target sequence (Q13526 whole entry, looked up): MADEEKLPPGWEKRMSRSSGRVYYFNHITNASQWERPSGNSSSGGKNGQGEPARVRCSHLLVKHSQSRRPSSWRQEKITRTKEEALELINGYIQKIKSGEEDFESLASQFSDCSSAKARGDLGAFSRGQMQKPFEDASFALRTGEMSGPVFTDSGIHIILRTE
PGK inhibitor = qHTS Assay to Find Inhibitors of Phosphoglycerate Kinase; Phosphoglycerate kinase, glycosomal (Trypanosoma brucei brucei), P07378; Potency, µM (top dose mostly 57.5 µM), inactives show at the highest dose activity change, negative = inhibition, actives largely listed as inhibitors; PGK/GAPDH coupled, Kinase-Glo luminescence, 60 min; AID 602233, 2012; hit rate 0.043% among 380,000; further: potency means the concentration at half of the fitted maximal effect; on the % scale 0 is the no-effect control and ±100 the full control effect; nearly all actives have a fitted effect of over 60% in size
Target sequence (P07378 whole entry, looked up): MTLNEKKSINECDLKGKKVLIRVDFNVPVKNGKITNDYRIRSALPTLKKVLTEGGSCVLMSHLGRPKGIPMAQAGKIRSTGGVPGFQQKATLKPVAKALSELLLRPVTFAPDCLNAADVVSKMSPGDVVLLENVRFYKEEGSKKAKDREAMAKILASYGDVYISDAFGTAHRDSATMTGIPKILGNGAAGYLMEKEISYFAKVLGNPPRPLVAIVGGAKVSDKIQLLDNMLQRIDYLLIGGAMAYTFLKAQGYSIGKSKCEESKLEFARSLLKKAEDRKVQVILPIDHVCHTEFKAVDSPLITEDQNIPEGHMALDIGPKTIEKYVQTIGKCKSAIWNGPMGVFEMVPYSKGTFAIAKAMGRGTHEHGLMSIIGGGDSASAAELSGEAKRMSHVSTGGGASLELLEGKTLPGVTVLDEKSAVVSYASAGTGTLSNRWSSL
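Recombinant glycosomal PGK reaction used 1,3-bisphosphoglycerate generated in-well by GAPDH (100nM final) in 100mM TEA pH 7.6, 5mM MgCl2, 0.01% Tween-20. After 60 minutes at room temperature, ATP was read by Kinase-Glo Plus luminescence end-point.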
G9a inh = qHTS Assay for Inhibitors of Histone Lysine Methyltransferase G9a | Histone-lysine N-methyltransferase EHMT2 (Homo sapiens), Q96KQ7 | Potency, µM (doses to about 102 µM), without a hit: at the highest dose activity, negative = inhibition, actives largely listed as inhibitors | AID 504332, 2011 | G9a H3K9 monomethylation, AlphaScreen, 2 h | hit rate 8.8% among 350,000; further: potency means the concentration at half of the fitted maximal effect; on the % scale 0 is the no-effect control and ±100 the full control effect; nearly all actives have a fitted effect of over 75% in size
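Signal arises when biotinylated H3K9 peptide, once monomethylated, bridges streptavidin donor and antibody-captured acceptor beads. Enzyme at 20 nM was preincubated 15 min with test compounds; peptide 500 nM and SAM 20 uM then reacted for 2 h.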
GLS inhibitor = qHTS for Inhibitors of Glutaminase (GLS) | Potency, µM (titrated, usually from 45.5 µM), for inactives: at the highest dose activity change, negative = inhibition, usual class: inhibitors | Glutaminase kidney isoform, mitochondrial (Homo sapiens), O94925 | hit rate 0.21% among 410,000 | AID 624170, 2012 | GLS enzymatic activity, qHTS titration; further: potency means the concentration at half of the fitted maximal effect; on the % scale 0 is the no-effect control and ±100 the full control effect
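hKGA; 45 mM KH2PO4 pH 8.2 + 0.02% Tween-20; cpd via pin tool; 1 mM Gln soln; GluOx/HRP/Amplex Red; RT 30 min; fluor. t0 & final.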
HP1b chromo inh = HTS for Inhibitors of HP1-beta Chromodomain Interactions with Methylated Histone Tails | hit rate 0.56% among 390,000 | Chromobox protein homolog 1 (Homo sapiens), P83916 | AID 540317, 2011 | AlphaScreen HP1-beta / biotin-H3K9me3 peptide binding | Potency, µM (titrated, usually from 114 µM), for inactives: top-dose activity change, negative = inhibition, hits mostly inhibitors; further: potency means the concentration at half of the fitted maximal effect; nearly all actives have a fitted effect of over 70% in size; inactives centre near 23
Target sequence (P83916 whole entry, looked up): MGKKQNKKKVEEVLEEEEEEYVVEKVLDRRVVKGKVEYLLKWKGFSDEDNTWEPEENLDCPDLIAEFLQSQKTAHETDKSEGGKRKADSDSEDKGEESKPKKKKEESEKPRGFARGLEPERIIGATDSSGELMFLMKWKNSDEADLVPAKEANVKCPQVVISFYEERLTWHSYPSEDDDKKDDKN
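Compound inhibition of the preformed complex between 50 nM HP1-beta and 50 nM biotinylated H3K9me3 peptide was read by AlphaScreen. Buffer was PBS pH 7.4 with 0.01% Tween-20. Incubations ran 30 min at room temperature, with 10 ug/mL donor/acceptor beads.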
JMJD2A Tudor inh = qHTS Assay for Inhibitors of JMJD2A-Tudor Domain; Lysine-specific demethylase 4A (Homo sapiens), O75164; AlphaScreen JMJD2A-Tudor / H3K4me3 peptide binding; Potency, µM (titrated, usually from 114 µM), without a hit: at the highest dose activity change, negative = inhibition, actives largely listed as inhibitors; hit rate 4.4% among 390,000; AID 504339, 2011; further: potency means the concentration at half of the fitted maximal effect; on the % scale 0 is the no-effect control and ±100 the full control effect; nearly all actives have a fitted effect of over 50% in size
PI4K2A inh = qHTS for small molecular inhibitors of PI4K2A. Phosphatidylinositol 4-kinase type 2-alpha (Homo sapiens), Q9BTU6. hit rate 0.13% among 420,000. activity change, negative = inhibition, % at 76.9 µM. purified PI4K2A, ADP-Glo luminescence, 1 h; hits give low values. AID 1346378, 2018; in the data active means activity change below about -50%; inconclusive means mostly about -30% to -49%;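 further: -100% = wells without enzyme as full effect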
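ADP-Glo luminescence measured ADP generated by PI4K2A enzyme (4 ug/mL before mixing) with 1.2 mM PI substrate (pre-mix) and 300 microM ATP (pre-mix). Tris pH7.5 buffer with MgCl2, Triton X-100; 1 h reaction at ambient temperature.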
BAZ2B block = qHTS Assay for Inhibitors of BAZ2B; AlphaScreen BAZ2B-H3K14Ac peptide displacement; Potency, µM (doses to about 114 µM), without a hit: at the highest dose activity change, negative = inhibition, actives largely listed as inhibitors; hit rate 4.4% among 360,000; AID 504333, 2011; further: potency means the concentration at half of the fitted maximal effect; on the % scale 0 is the no-effect control and ±100 the full control effect; nearly all actives have a fitted effect of over 60% in size
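AlphaScreen luminescence quantifies BAZ2B engagement of H3K14Ac peptide; the protein and biotinylated peptide are both at 50 nM final, buffer PBS pH 7.4 with 0.01% Tween-20, all steps at room temperature.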
ERG Ets-DNA blk = qHTS for Small Molecule Inhibitors of the ERG Ets/DNA interaction. Transcriptional regulator ERG (Homo sapiens), P11308. fluorescence polarization, His-ERG Ets domain / labelled DNA. Potency, µM (titrated, usually from 76.9 µM), for inactives: top-dose FP activity, negative = inhibition, usual class: inhibitors. hit rate 0.028% among 370,000. AID 624246, 2012; active means well fitted inhibition curve with a large enough effect in the polarisation, with a control signal flat; inconclusive means small, poorly fitted or top-dose-only effect, or effect the other way, or a change in a side signal; inactive means no such curve, though single readings can be large or run the other way; the % refers to the polarisation;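 further: polarization taken with two DNA probes labelled with fluorescein and Texas red; potency means the concentration at half of the fitted maximal effect; % of control where 0% means no effect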
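His-tagged ERG Ets domain (1 uM in the protein solution; 300mM KCl, 50mM Tris-HCl, 1mM EDTA, 1mM DTT, pH 7.5) received compound, then a probe mix of 5 nM fluorescein-DNA and 100nM Texas-615-DNA. Fluorescence polarization was read for both dyes.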
Active calls of the source: *; i = inactive; ? = inconclusive; · = no result given; & = joins results of further samples; [ ] = another dose, or the depositor's remark. Unless noted, the call rests on the fitted dose curve; in most records, active means well fitted curve in the direction sought with a large enough effect; inconclusive means small, poorly fitted or top-dose-only effect, or another doubt; inactive means no such curve, though single readings can be large; an effect the other way counts as inactive or inconclusive.

Pin1 inh,PGK inhibitor,G9a inh,GLS inhibitor,HP1b chromo inh,JMJD2A Tudor inh,PI4K2A inh,BAZ2B block,Molecule,ERG Ets-DNA blk
4%&-8%,-3%,-19%,12%&-7%,18%&0%,?,2&0,?,CCOc1ccccc1CNC(=O)CCc1cn(C)c2ccccc12,-5%&-6%
-4%,i,13µM*,35%[activator],3%,?,-1,?,CCN(CCCNC(=O)c1c(C)cc(=O)oc1C)c1cccc(C)c1,6%
0%,-6%,5%[59 µM],2%,25%,-19%,1,-5%,CCOC(=O)Cn1c(C(C)=O)nc2ccccc21,-7%
3%,-8%,9%[59 µM],0%,41%[activator],1%,9,6%,O=C(CCN1C(=O)C2CCCCC2C1=O)Nc1cc([N+](=O)[O-])ccc1Cl (centres undefined),-8%
-10%,-26%,-40%,-34%,10%,-14%,19,-17%,Cc1ccc(NC(=S)N(CCN(C)C)Cc2cccs2)cc1C,5%
19%,i,-1%[59 µM],2%,76%[activator],-15%,0,17%,Cc1ccc(Cn2c(C(C)NC(=O)c3ccccc3)nc3ccccc32)cc1 (centres undefined),-6%
-2%,7%,-14%[59 µM],-1%,12%,0%,0,-12%,CCCCCCc1c(C)c2c(cc(C)c3c(C)c(C)oc32)oc1=O,4%
-3%,8%,7%[59 µM],2%,19%,-7%,-4,-2%,CCC(=O)N1CCc2cc(Br)cc(S(=O)(=O)N3CCC(C(=O)N(CC)CC)CC3)c21,-2%
0%,7%,-44%[59 µM],2%,17%,0%,-8,-1%,CC(NC(=O)c1cc(-c2ccc(Cl)cc2)on1)c1ccccc1 (centres undefined),4%
2%,11%,?,-8%,-10%,?,-1,10µM*,CCOC(=O)c1cc(-c2ccccc2)n(-c2cccc(C(=O)N(CC)c3ccccc3)c2)c1C,5%
-2%,-2%,275%[activator],9%,91%[activator],104%[activator],-1,140%[activator],COc1ccc(CC(=O)Oc2cc(C)ccc2C)cc1,-1%
-6%,4%,6%[59 µM],1%,-4%,40µM*,-17,0%,CC(C)C(NC(=O)c1ccccc1F)C(=O)NCc1ccccc1 (centres undefined),8%
-2%,i,-16%,0%,14%,-17%,6,-5%,Cc1sc2nc(SCCO)n(-c3ccccc3)c(=O)c2c1C,3%
-1%,-3%,11%[12.7 µM],8%,-9%,-22%,-4,4%,CC(Oc1ccc2c(-c3ccccc3)cc(=O)oc2c1)C(=O)NCC(O)c1ccccc1 (centres undefined),1%
-2%,6%,58%[activator][0.0925 µM],5%,50%,-5%,3,19%,Cc1ccc(NC(=O)CSc2nnc(-c3cc(C)[nH]n3)n2N)c(C)c1,1%
-4%,-6%,11%,8%,30%,-8%,0,-1%,CCCCCCNC(=O)c1cc(S(=O)(=O)N2CCc3ccccc32)ccc1F,20%
-3%&2%,-5%&-7%,38%[activator],-6%&7%,27%&46%,-16%&-2%,6&2,-11%&-13%,COc1ccccc1NC(=O)CN(C)S(=O)(=O)c1cccc2cccnc12,5%&-4%
-5%,i,-9%,-13%,16%,-18%,2,-32%,COc1ccc(CNC(=O)C2CCN(S(=O)(=O)c3ccc4c(c3)C(C)(C)C(=O)N4C)CC2)cc1,-3%
3%,-2%,50µM*,25%,-20%,?,-6,?,Cn1c(=O)[nH]c(=O)c2[nH]c(N(Cc3ccccc3)Cc3ccccc3)nc21,3%
-1%,-6%,35%[activator][12.7 µM],1%,7%,-6%,3,-29%,O=C(NN1CCOCC1)c1ccc(Br)s1,12%
-1%,-4%,11%,28%,65%[activator],-16%,-1,0%,COc1ccc(C(=O)N/N=C\c2coc3ccccc3c2=O)cc1,1%
-6%,-11%,8%[59 µM],-9%,11%,-17%,0,0%,CCC(C)NC(=O)CSc1nc2c(sc3ccccc32)c(=O)n1CCc1ccc(OC)c(OC)c1 (centres undefined),0%
-1%,0%,5%,1%,28%,-12%,2,10%,COCCNC(=O)CN1N=C(c2ccc(OC)cc2)CCC1=O,-3%
5%,-3%,-12%[59 µM],14%,26%,-13%,-2,-27%,O=C(Nc1ccc(Cc2ccncc2)cc1)c1cccs1,-1%
1%,8%,50µM*,5%,30%,-3%,-4,4%,CCCCn1c(N)c(N(CCOC)C(=O)c2cccc(S(=O)(=O)N3CCCCC3)c2)c(=O)[nH]c1=O,1%
-4%,1%,8%,18%,12%,-5%,-3,-3%,NC(=O)NC(=O)COC(=O)c1ccc(OC(F)(F)F)cc1,8%
-2%,-1%,·,23%,16%,-17%,-3,·,C[C@H](CO)N1C[C@H](C)[C@@H](CN(C)Cc2ccc3c(c2)OCO3)Oc2ccc(NS(C)(=O)=O)cc2C1=O,0%
-8%,·,?,0%,46%[activator],-17%,-2,-10%,CCC(C)C(NC(=O)c1ccccc1NC(=O)c1ccc(C)cc1)C(=O)O (centres undefined),-3%
1%,i,125%[activator],1%,119%[activator],71%[activator],-4,72%[activator],Cc1cc(N2CCCCC2)nc(-c2ccc(Br)cc2)n1,-4%
12%,-2%,5%,-11%,26%,-14%,-2,-21%,Cc1nccn1CC(=O)N/N=C/c1c[nH]c2ccccc12,5%
?,4%,?,20%,24%,-21%,2,-17%,COc1cc(/C=C(\C#N)c2ccccn2)cc(OC)c1O,48%[activator]
3%,-3%,·,-5%,32%,-25%,1,·,CCCC(C)c1oc(=O)cc(O)c1C (centres undefined),-1%
-1%,-3%,1%[59 µM],-19%,30%,2%,0,-18%,COc1ccccc1C(=O)Nc1c(C(=O)N(C)c2ccccc2)sc2nc(C)cc(C)c12,-6%
7%,-1%,3%[59 µM],-14%,6%,20µM*,1,-4%,CCOC(=O)CSc1nc2c([nH]c3ccccc32)c(=O)n1-c1ccc(OC)cc1,5%
-6%,i,3.2µM*,-1%,25%,15%,2,6%,N#Cc1c(NCCCO)nc(-c2ccco2)c2c1CCCC2,-3%
5%,-8%,?,12%,49%,-16%,-5,-30%,CC1CCCCN1CCCNc1c(C=O)c(=O)[nH]c2ccccc12 (centres undefined),-2%
-7%,-10%,20µM*,4%,16%,-21%,2,-18%,N#CCCSc1ccccc1NC(=O)c1cc(=O)c2ccccc2o1,-7%
5%,-7%,23%[59 µM],-2%,30%,7%,-3,5%,Cc1c(Cl)cccc1NC(=S)N1CCOCC1,2%
2%,-4%,·,3%,33%,-1%,0,·,COc1ccccc1NC(=O)c1ccccc1C(=O)N(C)Cc1ccccc1,-8%
-10%,-2%,2%[12.7 µM],5%,9%,-12%,3,-10%,CCN(CC)S(=O)(=O)c1ccc(C(=O)NCC(=O)N/N=C/c2ccccc2OC)cc1,-1%
-1%,i,-41%[59 µM],-11%,43%[activator],-14%,0,?,C=CCOc1c(Cl)cc(CNc2nccs2)cc1OC,-2%
8%,1%,31%,-14%,25%,-13%,-17,3%,CCOC(=O)c1cc(-c2cccs2)[nH]n1,3%
-7%,2%,79µM*,37%[activator],-1%,-25%,5,-11%,CC1CC(C)CN(C(=O)COC(=O)c2cc([N+](=O)[O-])ccc2N2CCOCC2)C1 (centres undefined),2%
2%,-6%,21%[0.501 µM],2%,51%[activator],-8%,-5,-7%,NC1=NC(c2ccccc2C(F)(F)F)N(c2ccc(F)c(Cl)c2)C(N)=N1 (centres undefined),-18%
0%,i,-8%,1%,5%,-17%,-3,0%,Cc1ccc(NC(=S)N(Cc2ccccc2)Cc2cccs2)c(C)c1,-2%
25%,-2%,10%[59 µM],-12%,24%,13%,-2,-1%,CCc1ccc(NC(=O)CSc2nc(-c3ccccc3Cl)nc3c2Cc2c(CO)cnc(C)c2O3)cc1,20%
·,-3%,-49%,3%,-2%,-24%,-1,7%,Cc1ccc(NC(=O)COC(=O)c2cc(=O)c3cc(F)ccc3o2)cc1,-4%

Compounds as they come; any-hit rate near 11%.
